# Bioassay records as filed in PubChem.
# MCF10A rereplic: DNA re-replication induction in MCF 10a cells; MCF 10A DNA re-replication, Hoechst nuclear intensity, 48 h; Potency, µM (doses to about 46.1 µM), without a hit: at the top dose activity, positive = re-replication, most hits filed as activators; actives 2.9% (n = 350,000); note: potency is the fitted concentration of half-maximal effect; % of control where 0% means no effect; nearly all actives have a fitted effect of over 50% in size
# ATXN2 expr inh: reduces ATXN2 reporter expression in HEK-293 cells; HEK-293 ATXN2-luciferase reporter, luminescence, 24 h; Potency, µM (series often up to 57 µM), without a hit: top-dose activity change, negative = inhibition, usual class: inhibitors; actives 0.72% (n = 360,000); note: potency is the fitted concentration of half-maximal effect; % is set by controls: 0 for no effect and ±100 for the full control effect; nearly all actives have a fitted effect of over 55% in size
#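 ATXN2-luciferase reporter cells (luciferase flanked by upstream and downstream ATXN2 gene portions) were treated 24 h at 37 °C with compounds at up to 57 uM. SteadyGlo luminescence gave expression; GF-AFC fluorescence gave viability.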
# HT1080NT lethal: kills 2HG-producing HT-1080-NT fibrosarcoma cells; HT-1080-NT fibrosarcoma viability, CellTiter-Glo ATP luminescence, 48 h; Potency, µM (doses to about 46.1 µM), inactives show top-dose activity, negative = less viability, hits mostly cytotoxic; actives 1.6% (n = 360,000); AID 686970;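 note: NT is the 2HG producing partner of a matched IDH1 knockdown line; potency is the fitted concentration of half-maximal effect; 0% = DMSO-treated cells and -100% = media-only wells without cells; nearly all actives have a fitted effect of over 55% in size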
#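 Luminescent CellTiter-Glo readout after 48 hours of compound exposure at 37 degrees C defined viability of HT-1080-NT cells. Activity was normalized to DMSO wells and cell-free media wells; concentration-response curves were fitted and assigned curve classes.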
# KB-V1 cytotox: kills drug-selected multidrug resistant KB-V1 cells. KB-V1 MDR cells viability, CellTiter-Glo, 72 h. Potency, µM (highest dose often 46.1 µM), for the others: top-dose activity change, negative = cytotoxicity, hits mostly cytotoxic. actives 3.4% (n = 400,000). AID 1347076; note: potency is the fitted concentration of half-maximal effect; % is set by controls: 0 for no effect and ±100 for the full control effect; nearly all actives have a fitted effect of over 60% in size
#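 Readout: CellTiter-Glo luminescence, 10 min after addition. Cells: KB-V1 MDR subline, 72 h at 37 degrees C with compound. Analysis: corrected, normalized data fitted to concentration-effect curves.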
# IL-1B inflam inh: inflammasome signaling inhibition, IL-1 beta readout | THP-1 LPS/ATP IL-1B secretion, AlphaLISA, 16 h; active compounds read low | activity change, % at 57.5 µM | actives 4.7% (n = 360,000); in the data active = activity change below about -50%; inconclusive = mostly about -30% to -49%; note: % is set by controls: 0 for no effect and ±100 for the full control effect
#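 THP-1 cells pretreated 1 hr with compounds (up to 57.5 uM final), then stimulated with LPS (250 ng/mL final) plus ATP (1.25 mM final); secreted IL-1B measured by AlphaLISA after 16 hr, decreased signal indicating inhibition.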
# KB-3-1 cytotox: kills parental KB-3-1 adenocarcinoma cells; actives 1.4% (n = 400,000); AID 1347075; KB-3-1 viability, CellTiter-Glo ATP luminescence, 72 h; Potency, µM (titrated, usually from 46.1 µM), for the others: top-dose activity change, negative = cytotoxic, actives largely listed as cytotoxic; note: potency is the fitted concentration of half-maximal effect; % is set by controls: 0 for no effect and ±100 for the full control effect; nearly all actives have a fitted effect of over 60% in size
#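 72 h, 37 °C compound treatment of KB-3-1 parental cells; CellTiter-Glo added, 10 min, luminescence read. Data corrected against DMSO-only plates and normalized before curve fitting.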
# SW480 rereplic: induces DNA re-replication in SW480 colon adenocarcinoma cells. AID 624297. Potency, µM (titrated, usually from 46.1 µM), for the others: at the top dose re-replication activation, actives largely listed as activators. SW480 DNA re-replication, Hoechst DNA content imaging, 48 h. actives 1.8% (n = 340,000); note: potency is the fitted concentration of half-maximal effect; % of control where 0% means no effect; nearly all actives have a fitted effect of over 55% in size
#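 Cells (250 per well) received 23 nL compound or DMSO by pin tool and were kept 48 hr at 37 C, 5% CO2. Nuclei were then stained with Hoechst for 40 min and scanned for DNA content.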
# ATXN viability: viability counter-screen for ATXN expression inhibitors. actives 0.49% (n = 400,000). AID 651635. Potency, µM (top dose mostly 56.7 µM), hits mostly cytotoxic. S2 cells (HEK-293 line with an ATXN2-luciferase reporter) viability, CellTiter-Fluor protease fluorescence, 24 h; note: potency is the fitted concentration of half-maximal effect; nearly all actives have a fitted effect of over 40% in size
# HT1080 IDH1KD tx: toxicity to HT-1080 IDH1 knockdown cells (counter line); HT-1080 IDH1 knockdown viability, ATP luminescence, 48 h; Potency, µM (titrated, usually from 46.1 µM), without a hit: top-dose activity, negative = toxicity, most hits filed as cytotoxic; actives 2% (n = 360,000); AID 686971;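 note: potency is the fitted concentration of half-maximal effect; 0% = DMSO wells and -100% = cell-free medium wells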
#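 Viability of IDH1-knockdown HT-1080 fibrosarcoma cells was assessed by CellTiter-Glo after 48 h at 37 °C with titrated compound; concentration-effect curves were classified by fit quality and response size.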
# The depositor's hits bear a star; i = inactive; ? = inconclusive; / = no result given; [ ] = remark or other dose. Unless noted, calls come from the whole dose curve; as a rule, active = well fitted curve in the direction sought with a large enough effect; inconclusive = small, poorly fitted or top-dose-only effect, or another doubt; inactive = no such curve, though single readings can be large; an effect the other way counts as inactive or inconclusive.
SMILES,MCF10A rereplic,ATXN2 expr inh,HT1080NT lethal,KB-V1 cytotox,IL-1B inflam inh,KB-3-1 cytotox,SW480 rereplic,ATXN viability,HT1080 IDH1KD tx
CCN(CC)C(=O)C1=C(C)N(Cc2ccc(OC)cc2)C(=O)C(CC(=O)NCc2cccs2)C1 (stereo unspecified),/,1%,5%,-15%,-14,-4%,/,i,0%
COc1ccc(N2CCN(C(CNC(=O)C(=O)NCc3cccs3)c3ccco3)CC2)cc1 (stereo unspecified),1%,1%,2%,-4%,9,18%,-4%,i,4%
Cc1ccc(NC(=O)C2CCN(S(=O)(=O)c3ccc4ccccc4c3)CC2)nc1,4%,14%,1%,?,-10,-18%,0%,i,-1%
CCc1c(-c2ccc(OC)cc2)ncn1Cc1cccc(-c2ccccc2)c1,/,/,?,16µM*,-1,?,/,/,?
OCC1(Cc2cccc(C(F)(F)F)c2)CCN(Cc2cc(F)cc(F)c2)CC1,23µM*,?,18µM*,?,-77*,?,?,?,?
CNC(=O)c1cc(S(=O)(=O)N2CC(C)OC(C)C2)ccc1N1CCCCC1 (stereo unspecified),?,-15%,4%,-19%,i,-30%,?,i,6%
c1ccc2c(c1)CCOC2CNCCCN1CCCCC1 (stereo unspecified),-4%,3%,-15%,-11%,?,3%,6%,i,-2%
Cc1ccnc(N2CCC(C(=O)NC3CCCCCC3)CC2)n1,-4%,-2%,-1%,16µM*,4,2%,3%,i,-3%
CCOc1ccc(S(=O)(=O)Nc2ccc(C(=O)NN)cc2)cc1,-4%,-3%,-4%,1%,45,3%,4%,i,-7%
O=C(NCCOC(=O)c1cccs1)c1cccnc1,-8%,3%,3%,-19%,13,0%,-5%,i,-3%

# Nothing new here: entries from further up.
SMILES,MCF10A rereplic,ATXN2 expr inh,HT1080NT lethal,KB-V1 cytotox,IL-1B inflam inh,KB-3-1 cytotox,SW480 rereplic,ATXN viability,HT1080 IDH1KD tx
CCN(CC)C(=O)C1=C(C)N(Cc2ccc(OC)cc2)C(=O)C(CC(=O)NCc2cccs2)C1 (stereo unspecified),/,1%,5%,-15%,-14,-4%,/,i,0%
COc1ccc(N2CCN(C(CNC(=O)C(=O)NCc3cccs3)c3ccco3)CC2)cc1 (stereo unspecified),1%,1%,2%,-4%,9,18%,-4%,i,4%

# The list goes on:
SMILES,MCF10A rereplic,ATXN2 expr inh,HT1080NT lethal,KB-V1 cytotox,IL-1B inflam inh,KB-3-1 cytotox,SW480 rereplic,ATXN viability,HT1080 IDH1KD tx
C=CCn1c(SCc2ccc3c(c2)OCO3)nc2scc(-c3ccco3)c2c1=O,-179%[0.0737 µM],-7%,1%,-4%,0,1%,2%,i,4%
Cc1ccc(CCNC(=O)Cn2cccc2)cc1,-5%,17%,0%,18%,36,25%,-11%,i,1%
CC(C)N1CCC1(C)C(=O)Nc1ccc(-n2cccc2)cc1 (stereo unspecified),/,-3%,4%,5%,-19,0%,/,i,4%
C/C=C/C=C/C(=O)N1CC[C@]23c4ccccc4N[C@H]4N(C)c5cccc6c5[C@]42CCN([C@H]6C2OC2(C)C)[C@H]13 (stereo partly specified),14%,?,?,-4%,-17,?,20%,?,-29%
CCOc1ccccc1NC(=O)CN1CCC(NC(=O)Nc2ccccc2)CC1,?,-3%,3%,?,16,7%,?,?,-5%
O=C(CSCc1ccccc1)NNc1c(F)c(F)cc(F)c1F,13%,-11%,-2%,-1%,-3,6%,2%,i,-4%
Cc1cc(C)c(C)c(S(=O)(=O)NC(C(=O)O)C(C)C)c1C (stereo unspecified),-1%,/,6%,19%,3,0%,-4%,?,-2%
CCC(Sc1nc(=O)cc(N)n1CCc1ccccc1)C(=O)Nc1ccccc1C#N (stereo unspecified),2%,-4%,-4%,-11%,-2,-2%,5%,i,-13%
Cc1ccsc1C(=O)Nc1n[nH]c(C(F)(F)F)n1,?,26%,-11%,13%,-1,12%,?,i,-5%
COc1ccc(-c2noc(CSc3nnc(C)n3-c3ccc(C)cc3)n2)cc1OC,/,?,/,-9%,/,-1%,/,?,/
COc1ccc(C(=O)O)cc1S(=O)(=O)Nc1cc(Cl)ccc1N1CCOCC1,11%,12%,-1%,17%,4,2%,-6%,i,-4%
CSc1ccccc1NC(=O)Cn1nnc(-c2ccc(S(C)(=O)=O)cc2)n1,0%,2%,8%,-4%,-7,0%,-3%,i,7%
N/C(=N\S(=O)(=O)c1ccc(Cl)s1)c1ccccc1,1%[9.22 µM],14%,7%,2%,-13,4%,1%,i,4%
O=C(CSC(=S)N1CCOCC1)Nc1ccc(S(=O)(=O)Nc2ncccn2)cc1,2%,1%,11%,12%,?,-9%,?,i,-4%
O=C(CCNS(=O)(=O)c1ccccc1C(F)(F)F)NCCCc1ccccc1,19%,1%,8%,-3%,-3,4%,-5%,i,1%
CC1CN(Cc2nc3c(c(=O)n(C)c(=O)n3C)n2CCN2CCOCC2)CC(C)O1 (stereo unspecified),1%,1%,7%,0%,10,4%,0%,i,10%
COC(=O)c1ccc2c(C)c(C(C)(C)O)[nH]c2c1,-6%,17%,-4%,0%,5,0%,-4%,i,1%
N#CC1(NC(=O)COc2ccc3oc4ccccc4c3c2)CCCCC1,2%,1%,26%,-15%,5,-2%,0%,i,26%
COc1ccc(NC(=S)N2CCCCC2c2cccnc2)cc1 (stereo unspecified),-6%,6%,-20%,18%,-12,5%,-42%[inhibitor],i,18%
N#CCCN1CCN(Cc2cc(-c3ccccc3)ccc2O)CC1,?,-17%,?,21µM*,-4,-9%,-1%,i,?
CC1CCCCC1NC(=O)/C(C#N)=C/c1ccc(OCC(N)=O)cc1 (stereo unspecified),0%,0%,-2%,-12%,10,0%,2%,i,-13%
Cc1ccc(CCNC(=O)C2CCN(S(=O)(=O)N3CCOCC3)CC2)cc1,-8%,/,9%,-1%,13,2%,-4%,i,9%
CN(CC(=O)Nc1ccc(N2CCOCC2)cc1)C(=O)CCc1cc(C(C)(C)C)c(O)c(C(C)(C)C)c1,19%,6%,-17%,3.7µM*,-1,2%,2%,i,-19%
CC1CC1C(=O)OCC(=O)NC(=O)NCc1ccco1 (stereo unspecified),?,-3%,12%,22%,4,4%,-2%,i,7%
CCOC(=O)c1c(-c2cccs2)csc1NC(=O)CCCC(=O)O,19%,-17%,0%[9.24 µM],?,86,1%,-4%,i,-27%
COc1ccc(/C=C(\NC(=O)c2ccc([N+](=O)[O-])cc2)C(=O)NCCCn2ccnc2)cc1,-4%,11%,7%,1%,0,0%,-5%,i,-1%
CC1=C(C(=O)OCC(Cl)(Cl)Cl)N2C(=O)C(NC(=O)Cc3ccccc3)C2SC1 (stereo unspecified),-42%[inhibitor],-23%,10%,0%,-15,12%,1%,i,14%
COc1cc(O)c(C(CCN2CCN(c3ccccc3)CC2)c2ccc(N(C)C)cc2)c(OC)c1 (stereo unspecified),-8%,5%,-11%,?,?,-20%,2%,?,-15%
COCCNC(=O)/C(C#N)=C/c1c(N2CCN(c3ccccc3)CC2)nc2ccccn2c1=O,24%,/,25%,0%,-3,-3%,-6%,i,0%
CC1COc2ccccc2N1S(=O)(=O)c1cc(Cl)ccc1Cl (stereo unspecified),?,-17%,-30%,3%,25,2%,2%,i,-1%
CC(=O)Nc1c(C(=O)N2CCN(c3ccccn3)CC2)cnn1-c1ccc(C)cc1,-5%,-12%,12%,16%,36,2%,?,i,27%
CCOC(=O)C(NC(=O)c1ccccc1Cl)(Nc1sc2c(c1C(N)=O)CCC2)C(F)(F)F (stereo unspecified),?,/,-1%,27%,10,-1%,451%,?,10%
O=C(Cn1cncn1)c1ccccc1Br,1%,2%,1%,?,26,3%,10%,i,6%
Cc1cc(/C=C2/C(=O)NN(c3ccccc3)C2=O)c(C)n1-c1ccc(O)cc1,?,4%,-17%,8%,-29,-6%,1%,i,?
NC(=O)CSc1nnc(-c2ccccn2)n1Cc1ccco1,-3%,-12%,10%,15%,-1,3%,-13%,i,-1%
CCN(CC)S(=O)(=O)c1ccc(S(=O)(=O)Nc2cc3c(cc2C(C)=O)OCO3)cc1,8%,6%,-1%,-27%,3,0%,-6%,i,4%[9.24 µM]
COc1ccc2c(=O)c3c(=O)n(Cc4ccccc4)c(C(C)C)nc3oc2c1,?,10%,9%,-28%,/,-5%,-41%[inhibitor],i,14%
CCN1C(=O)[C@H]2[C@@H](c3ccc(-c4ccccc4)cc3)N3CCC[C@@]3(C(=O)OC)[C@H]2C1=O,?,-5%,13%,-15%,-15,0%,-18%,i,14%
O=c1c2c3c(sc2ncn1/N=C/c1ccc(Br)o1)CCCC3,5%,10%,-6%,-15%,?,1%,2%,i,5%[9.24 µM]
CC1CCN(c2ccccc2NC(=S)NC(=O)C(C)(C)C)CC1,?,6%,?,-1%,47,-12%,28%,i,-26%
CCC(=O)NCC(c1cccs1)S(=O)(=O)c1ccc(C)cc1 (stereo unspecified),8%,7%,11%,-1%,-6,-1%,5%,i,9%
CC1(c2ccc([N+](=O)[O-])cc2)NC(=O)N(CC(=O)Nc2ccc(N3CCCCC3)cc2)C1=O (stereo unspecified),7%,2%,-15%,0%,-2,-8%,2%,i,-11%
CCCCCCC(C)NC(=S)Nc1cc(S(=O)(=O)N(C)C)ccc1C (stereo unspecified),18µM*,1%,-11%,?,-2,?,?,i,?
O=C(c1ccccc1)n1c(=O)c(F)cn(COCCBr)c1=O,0%,/,5%,1%,13,10%,-3%,i,3%
O=C(Cn1cnc([N+](=O)[O-])n1)NCCO,-1%,3%,3%,?,8,26%,6%,i,10%
Cc1ccc(-c2nc3sccn3c2Nc2ccccc2C)cc1,/,5%,/,-3%,/,0%,/,?,/
COC(=O)c1ccc(NC(=S)NNC(=O)c2ccccc2)cc1,-6%,4%,-4%,-30%,0,-3%,-7%,i,-9%
CCN(C(=O)COC(=O)/C=C/c1ccc2c(c1)OCO2)c1c(N)n(Cc2ccccc2)c(=O)[nH]c1=O,?,/,6%,?,11,-11%,-2%,/,0%
